# Screens as filed in PubChem BioAssay.
# KOR beta-arrestin-1 = KOR antagonists, beta-arrestin recruitment, cell-based, luminescence, uHTS (AID 1778); KOR beta-arrestin recruitment, luminescence, antagonist mode; higher % means a stronger effect; inhibition, % at 10 µM, or IC50 in µM where a hit was titrated; hit rate 0.091% among 290,000; in the data active = inhibition above about 50%; also: strong numbers were not always called active
# SIAH1 antagonists = blockers of Siah-1 interaction with plectin peptide – biochemical, fluorescence polarization, rhodamine-plectin, uHTS, primary screen (AID 1817) | Siah-1 / rhodamine-plectin peptide fluorescence polarization; higher % means a stronger effect | displacement, % at 20 µM, or IC50 in µM where a hit was titrated | hit rate 0.02% among 290,000;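 active = displacement of at least 50% at 20 µM, with a fluorescence ratio check between 0.3 and a set limit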;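 also: plate controls were Siah plus tracer with DMSO for no effect and tracer alone without Siah for full effect; strong numbers were not always called active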
# GPR55 beta-arrestin = GPR55 agonists via beta-arrestin recruitment, primary screen, imaging, U2OS cells, beta-arrestin-GFP redistribution (AID 1961); U2OS GPR55 beta-arrestin-GFP redistribution imaging; higher % means a stronger effect; activation, % at 10 µM; hits with a dose series show EC50 in µM; hit rate 0.048% among 290,000;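 active = activation above 40% with more than 50 cells counted in the well; inconclusive = wells holding fewer than 50 cells, flagged as toxic or sparse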;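 also: U2OS osteosarcoma cells stably expressing GPR55 and beta-arrestin-GFP; plate controls were DMSO negative control for no effect and LPI positive control for full effect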
# NOD1 inhibition = NOD1 signaling inhibitors, primary screen, cell-based, luminescence, uHTS (AID 1578); NOD1-driven NF-kB luciferase reporter cells, luminescence; higher % means a stronger effect; inhibition, % at 4 µM; hits with a dose series show EC50 in µM; hit rate 1% among 290,000; in the data active = inhibition mostly above about 36%, no sharp cut-off; inactive = mostly below about 34%;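 also: HEK-293T reporter cells stimulated with the NOD1 agonist gamma-tri-DAP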
# HIV peptide binding = cell-free HIV fusion peptide-binding blockers – biochemical, uHTS, fluorescence dequenching, primary screen (AID 1986) | cell-free peptide binding, fluorescence dequenching, 30 min; higher % means a stronger effect | inhibition, % at 20 µM; hits with a dose series show IC50 in µM | hit rate 0.3% among 290,000; in the data active = inhibition mostly above about 52%, no sharp cut-off; inactive = mostly below about 76%; also: some results filed as inactive read as strong as hits
# KOR beta-arrestin-2 = KOR agonists, beta-arrestin recruitment, primary screen, cell-based, luminescence, uHTS (AID 1777); one-dose activation, % at 10 µM; EC50 in µM for titrated hits; hit rate 0.02% among 280,000; KOR beta-arrestin recruitment, luminescence; higher % means a stronger effect; in the data active = activation above about 50%, passing the limit was not always enough; also: a part of the inactive calls stands beside numbers as strong as those of hits
# AID2073 = disruptors of CaV2.2 binding to Mint1 – biochemical, HTRF (AID 2073); HTRF protein-protein interaction, Mint1-CaV2.2; higher % means a stronger effect; inhibition, % at 20 µM; hits with a dose series show IC50 in µM; hit rate 0.19% among 290,000; in the data active = inhibition mostly above about 51%, no sharp cut-off; inconclusive = no clear call, values can overlap the other calls; inactive = mostly below about 53%; also: some results filed as inactive read as strong as hits
# GPR35 antagonists = GPR35 antagonists blocking zaprinast-driven arrestin recruitment, primary screen, imaging, U2OS, beta-arrestin-GFP, zaprinast agonist (AID 2058); U2OS GPR35 beta-arrestin-GFP translocation imaging, zaprinast antagonism; higher % means a stronger effect; one-dose inhibition, % at 10 µM; IC50 in µM for titrated hits; hit rate 0.052% among 290,000;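 active = inhibition of at least 50% with at least 30 cells and total cytoplasm GFP at most 10,000,000; inconclusive = under 30 cells or total GFP of 10,000,000 plus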
# GPR55 LPI antagonism = GPR55 antagonists blocking LPI-driven arrestin recruitment, primary screen, imaging, U2OS, beta-arrestin-GFP, LPI agonist (AID 2013). inhibition, % at 10 µM, or IC50 in µM where a hit was titrated. U2OS GPR55 beta-arrestin-GFP translocation imaging, LPI antagonism; higher % means a stronger effect. hit rate 0.13% among 290,000;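 active = spots per cell inhibited over 60%, with over 100 cells counted and total cytoplasm intensity under 500,000; inconclusive = wells with under 100 cells, flagged as likely toxic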;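 also: U2OS cells stably carrying GPR55 and arrestin-GFP stimulated by 5 µM LPI near EC80; imaged beta-arrestin-GFP aggregate spots per cell after agonist stimulation; plate controls were LPI-stimulated DMSO wells for no effect and DMSO wells without LPI for full effect; some results filed as inactive read as strong as hits; confirmed hits need IC50 under 10 µM and bright autofluorescent wells are also inconclusive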
# An asterisk follows results filed as active; ? = inconclusive; nt = no result given; & = joins results of further samples; [ ] = dose if it differs, or a comment.
1: C/C(CCC(C)C)=N\NC(=S)NCc1ccccc1
2: CN(C)S(=O)(=O)c1ccc(C(=O)OCC(=O)c2ccc3c(c2)NC(=O)CO3)cc1
3: CC(=O)c1cnc2nc(SCc3ccccc3)nn2c1C
4: CC(C)OC(=O)CSc1nnc(CNc2nc(-c3ccccc3)cs2)n1C
5: O=C(Cn1nnc2c(cnn2-c2ccccc2)c1=O)N1CCN(c2ccccc2F)CC1
6: O=C(N/N=C/c1ccsc1)c1cc(-c2cccs2)nc2ccccc12
7: CC1CCCC(C)N1S(=O)(=O)c1ccc(NC(=O)CNC2CCCC2)cc1 (configuration not stated)
8: COC(=O)C(CCCN1C(=O)c2ccccc2C1=O)(NC(C)=O)c1nnn(C)n1 (configuration not stated)
9: N=c1c(C(=O)NCCN2CCOCC2)cc2c(=O)n3ccccc3nc2n1CCc1ccccc1
10: O=C(N/N=C/c1ccccc1[N+](=O)[O-])c1cnccn1
assay / compound,1,2,3,4,5,6,7,8,9,10
KOR beta-arrestin-1,21%,2%,-9%[20 µM],16%,-13%,-17%,-15%,-40%[20 µM],-17%,-17%
SIAH1 antagonists,1%,-3%,-4%,-4%,2%,-5%,-3%,8%,6%,-3%
GPR55 beta-arrestin,-0.3%,-0.1%,-0.4%,-0.2%,-0.3%,0.3%,0.6%,-0.1%,-0.1%,-0.1%
NOD1 inhibition,-36%,-1%,-36%,-3%,-9%,12%,-36%,-24%,-26%,-5%
HIV peptide binding,-2.0%,-0.1%,-0.9%,-1.0%,-0.1%,-0.6%,-0.8%,1.6%,-0.5%,1.2%
KOR beta-arrestin-2,-0.8%,1.3%,9.8%,5.1%,-7.4%,4.2%,0.9%,nt,5.2%,1.9%
AID2073,-7%,1%,18%,15%,0%,4%,1%,-1%,25%,3%
GPR35 antagonists,-7%,17%,-8%,-10%,-10%,-14%,-8%,-1%,0%,0%
GPR55 LPI antagonism,10%,6%,-8%,1%,-2%,-8%,0%,-10%,12%,-12%

11: Cc1ccc(NC(=S)Nc2ccccn2)c(C)c1
12: COc1cccc(/C=N/NC(=O)Cn2cnc3c2c(=O)n(C)c(=O)n3C)c1
13: Cc1c(C(=O)N(C)c2ccccc2)oc2c1C(O)CC(C)(C)C2 (configuration not stated)
14: COc1cc(/C=C/C(=O)Nc2nc3ccc(S(=O)(=O)NC(C)C)cc3s2)cc(OC)c1OC
15: CCNC(=O)COc1cccc(C(=O)NCc2ccccc2)c1
16: CCCCCOC(=O)c1[nH]c2c(c1C)C(=O)C(C(=O)OC)C(C)C2 (configuration not stated)
17: O=C(Nc1ccncc1)c1ccc2c(c1)S(=O)(=O)c1ccccc1C2=O
18: Cc1ccccc1C(=O)N1CCC(C(=O)Oc2ccc(C#N)cc2)CC1
19: O=C(CCNS(=O)(=O)c1cccc2nsnc12)N1CCN(c2ccccn2)CC1
20: C[C@@H](C(=O)NCC1CC1)[C@H]1C[C@]1(C)[C@H](NC(=O)OCc1ccccc1)c1ccccc1
assay / compound,11,12,13,14,15,16,17,18,19,20
KOR beta-arrestin-1,4%,nt,-8%,19%,-4%,2%,-38%,-40%,-18%,2%
SIAH1 antagonists,13%,3%,11%,15%,-1%,2%,3%,6%,5%,-5%
GPR55 beta-arrestin,-0.3%,-0.1%,0.0%,-0.4%,0.1%,-0.1%,-0.2%,0.5%,0.2%,-0.3%
NOD1 inhibition,1%,-3%,0%,-8%,-15%,-18%,-2%,-40%,1%,-4%
HIV peptide binding,0.3%,2.7%,0.1%,-0.5%,-2.6%,-0.9%,0.1%,2.1%,-0.6%,-2.3%
KOR beta-arrestin-2,-1.3%,nt,-0.6%,3.5%,12%,-3.9%,3.7%,-3.3%,0.1%,-1.3%
AID2073,-36%,10%,12%,4%,0%,-8%,8%,-1%,1%,3%
GPR35 antagonists,0%,-1%,11%,-5%,-11%,13%,-4%,12%,12%,-7%
GPR55 LPI antagonism,15%,-5%,10%,12%,3%,0%,-20%,-3%,-6%,2%

# From no. 12 as far as 15, as listed above:
12: COc1cccc(/C=N/NC(=O)Cn2cnc3c2c(=O)n(C)c(=O)n3C)c1
13: Cc1c(C(=O)N(C)c2ccccc2)oc2c1C(O)CC(C)(C)C2 (configuration not stated)
14: COc1cc(/C=C/C(=O)Nc2nc3ccc(S(=O)(=O)NC(C)C)cc3s2)cc(OC)c1OC
15: CCNC(=O)COc1cccc(C(=O)NCc2ccccc2)c1
assay / compound,12,13,14,15
KOR beta-arrestin-1,nt,-8%,19%,-4%
SIAH1 antagonists,3%,11%,15%,-1%
GPR55 beta-arrestin,-0.1%,0.0%,-0.4%,0.1%
NOD1 inhibition,-3%,0%,-8%,-15%
HIV peptide binding,2.7%,0.1%,-0.5%,-2.6%
KOR beta-arrestin-2,nt,-0.6%,3.5%,12%
AID2073,10%,12%,4%,0%
GPR35 antagonists,-1%,11%,-5%,-11%
GPR55 LPI antagonism,-5%,10%,12%,3%

# Remaining list, next part
21: COC(=O)C1(C(C[N+](=O)[O-])c2ccc(C)cc2)C(=O)NCC1c1ccco1 (configuration not stated)
22: COC(=O)c1cc(CNC(=O)CCCSc2ccccc2)ccc1OC
23: CC(C)C(=O)NCCCc1ccccc1
24: CCN(CC)CCCNC(=O)/C(=C\c1cccn1C)NC(=O)c1cccs1
25: CC(C)C(=O)Nc1ccc(N2CCCC2)cc1
26: COc1ccc(NC(=O)C2CCCN2S(=O)(=O)c2ccc(F)cc2)cc1 (configuration not stated)
27: O=C(CSc1nc2ccccc2c(=O)n1CCCO)N1CCc2ccccc21
28: Cc1sc(NC(=S)Nc2ccc(F)cc2)c(C(N)=O)c1C
29: COc1cc2c(cc1C1NC(=S)NC(C)=C1C(=O)N(C)C)CCCC2 (configuration not stated)
30: CSc1ccccc1OCc1cc(C(=O)NCc2ccc(C)s2)no1
assay / compound,21,22,23,24,25,26,27,28,29,30
KOR beta-arrestin-1,17%,-37%,14%,-2%,3%,3%,14%,11%,-5%,15%
SIAH1 antagonists,0%,-4%,6%,-6%,6%,-2%,9%,5%,0%,-6%
GPR55 beta-arrestin,-0.1%,-0.1%,-0.1%,1.3%,0.3%,-0.2%,?,-0.1%,0.2%,0.3%
NOD1 inhibition,-9%,-19%,5%,-7%,-4%,-5%,-32%,-56%,-9%,-7%
HIV peptide binding,-1.2%,-1.6%,-0.4%,-0.4%,1.0%,-2.8%,-4.1%,-0.7%,-1.1%,1.8%
KOR beta-arrestin-2,nt,-2.2%,-2.1%,-2.0%,-0.1%,-3.6%,2.8%,-2.3%,0.4%,-2.1%
AID2073,-4%,9%,-2%,1%,-8%,-4%,2%,3%,-44%,0%
GPR35 antagonists,2%,-1%,10%,13%,13%,14%,1%,17%,17%,-8%
GPR55 LPI antagonism,10%,-1%,-1%,2%,15%,7%,-1%,11%,-1%,16%

31: COc1ccc(C(CC(=O)O)n2cnnn2)cc1 (configuration not stated)
32: O=c1oc2cc(Br)ccc2n1Cc1ccccc1
33: CC1(C(=O)N2CCN(Cc3ccccc3Cl)CC2)CC1(Cl)Cl (configuration not stated)
34: Cc1ccc2sc(NC(=O)c3cccc(N4C(=O)CCC4=O)c3)nc2c1C
35: C/C(Cn1cnc([N+](=O)[O-])n1)=N\NC(=O)c1ccncc1
36: CC1(C)C2CCC(C2)C1(C)NC(=O)CNC1CCCCC1 (configuration not stated)
37: CCn1cnc2c1c(=O)[nH]c(=O)n2Cc1ccccc1
38: Cn1ccc(NC(=O)Nc2ccc(Cl)cc2)n1
39: CCOC(=O)N1CC=C2C(C#N)=C(N)C(C#N)(C#N)[C@H](c3ccsc3)[C@H]2C1
40: Cc1ccc(Cn2c3ccccc3c3cn[nH]c(=O)c32)cc1
assay / compound,31,32,33,34,35,36,37,38,39,40
KOR beta-arrestin-1,2%,2%,30%,-35%,-1%,-15%,-18%,-1%,20%,-68%
SIAH1 antagonists,12%,5%,0%,0%,19%,6%,-3%,-7%,0%,-2%
GPR55 beta-arrestin,-0.2%,-0.1%,0.0%,-0.1%,-0.5%,0.2%,-0.1%,0.2%,-0.2%,-0.3%
NOD1 inhibition,-37%,-9%,-5%,-29%,-12%,-35%,-15%,6%,-7%,59%*
HIV peptide binding,-0.2%,1.6%,-1.0%,3.0%,-1.6%,-0.2%,-1.9%,-0.1%,-1.4%,-0.2%
KOR beta-arrestin-2,5.3%,-2.1%,-2.5%,3.6%,2.0%,-1.2%,-2.5%,-2.6%,-0.7%,18%
AID2073,-6%,-5%,7%,17%,6%,2%,45%,11%,-2%,-2%
GPR35 antagonists,-3%,-2%,6%,1%,-11%,4%,-18%,3%,7%,4%
GPR55 LPI antagonism,14%,-1%,20%,17%,12%,1%,-1%,-1%,1%,-12%

41: COCc1cc(C)nc2sc(C(=O)N3CCCCC3)c(N)c12
42: COc1ccc(N2CCN(C(=O)CNC(=O)c3cccc(Br)c3)CC2)cc1
43: CC(C)c1nnc(NC(=O)C2c3ccccc3Oc3ccccc32)s1
44: O=C(CCN1C(=O)c2ccccc2C1=O)N1CCCCCC1
45: O=S(=O)(c1ccc(Cl)cc1)n1ccc2cccnc21
46: CC(=O)O[C@]1(C(C)=O)CC[C@H]2[C@@H]3C=C(C)C4=CC(=O)CC[C@]4(C)[C@H]3CC[C@@]21C
47: COCCCNc1nc2c(c(=O)n(Cc3cccc(Br)c3)c(=O)n2C)n1C
48: CNC(CC(=O)c1ccc([N+](=O)[O-])cc1)C(Cl)(Cl)Cl (configuration not stated)
assay / compound,41,42,43,44,45,46,47,48
KOR beta-arrestin-1,-36%,-28%,-10%,-18%,-4%,-28%&-5%,13%,3%
SIAH1 antagonists,0%,7%,3%,-1%,0%,4%&3%,4%,-4%
GPR55 beta-arrestin,-0.1%,-0.2%,0.0%,-0.1%,-0.2%,0.2%&-0.5%,-0.1%,-0.2%
NOD1 inhibition,7%,-13%,-5%,-17%,-23%,-18%&-10%,1%,-16%
HIV peptide binding,1.5%,-0.9%,2.5%,2.3%,-1.3%,-0.2%&-0.6%,-2.2%,-1.9%
KOR beta-arrestin-2,-3.5%,-0.3%,1.2%,0.6%,-4.6%,-1.3%&3.5%,-2.9%,0.6%
AID2073,-31%,4%,-10%,-4%,9%,13%&-4%,14%,-2%
GPR35 antagonists,-1%,7%,-3%,12%,-10%,-16%&1%,-1%,29%
GPR55 LPI antagonism,13%,8%,-2%,1%,-1%,-2%&7%,5%,5%

# A portion of the library (hit frequency here may not be typical).
